Screening results deposited in PubChem BioAssay by several laboratories.
C8 TRAIL sens = viability loss with TRAIL in NB7+C8 cells, primary screen, TRAIL sensitizer project, cell-based, ATPlite luminescence; inhibition (viability loss, TRAIL sensitization), % at 10 µM; 360,000 tested, 1% active; AID 624354, 2012;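 active = compounds causing at least 50% loss of cell viability in the single-dose screen, relative to plate controls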
SRC2 inh = inhibition of GAL4-SRC2 driven luciferase reporter, primary screen, SRC2 inhibitor project, cell-based, luminescence; inhibition, % at 9 µM; HEK293 GAL4-SRC2 luciferase reporter; 370,000 tested, 0.17% active; AID 651957, 2012;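 active = inhibition above the mean inhibition of all tested compounds plus 3 SD, set per campaign, cut at about 52% in these data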;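 note: 0% = DMSO treated cells and 100% = cells given Gossypol at 36 µM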
TWEAK-Fn14 inh = inhibitors of TWEAK-Fn14 signaling, primary screen, luciferase reporter cells, uHTS; 360,000 tested, 2% active; inhibition, % at 10 µM; AID 1159606, 2016; TWEAK-stimulated Fn14 reporter cells, luciferase luminescence, 8 h; in the data active = inhibition above about 50%
COUP-TFII inh = NR2F2 transcriptional activity inhibitors, primary screen, cell-based, luciferase reporter, HEK293T, luminescence; COUP transcription factor 2 (Homo sapiens), P24468; HEK293T NGFI-A luciferase reporter; inhibition, % at 8.6 µM; 370,000 tested, 0.7% active; AID 686940, 2013;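 active = inhibition above a per-plate cutoff, mean inhibition of test wells between control levels plus 3 SD, cut at about 38% in these data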;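 note: cells cotransfected with COUP-TFII expression vector driving the NGFI-A reporter; 0% = median of COUP-TF2 test wells and 100% = reporter-only cells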
TROY signal inh = inhibitors of TROY-driven NF-kB signaling, primary screen, Q293 LMP1-TROYcd cells, NF-kB luciferase, uHTS; inhibition, % at 10 µM; 360,000 tested, 0.98% active; Q293 LMP1-TROYcd NF-kB luciferase reporter, 4 h;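 active = compounds whose plate-normalised and pattern-corrected inhibition of the luciferase reporter signal at the single screening dose is 50% or more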
NOD2 RIPK2 PPI = NOD2-RIPK2 binding disruptors in cells, primary screen, fluorescence, CHO cells, BLA complementation. Receptor-interacting serine/threonine-protein kinase 2 (Homo sapiens), O43353. CCF4 ratio. inhibition, % at 4.98 µM. 360,000 tested, 0.38% active; in the data active = inhibition above about 21%;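 note: 0% = vehicle only and 100% = reference blocker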
SRC1 inh = SRC1 coactivator transcriptional activity inhibitors, primary screen, cell-based, luminescence; Nuclear receptor coactivator 1 (Homo sapiens), Q15788; HEK293 GAL4-SRC1 luciferase reporter; inhibition, % at 3.6 µM; 360,000 tested, 0.12% active;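 active = inhibition above the campaign mean plus 3 SD, with each screening campaign given its own cutoff, cut at about 60% in these data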;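 note: 0% = DMSO treated cells and 100% = gossypol at 36 µM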
Target sequence (Q15788 whole entry, looked up, the tested form may be a part): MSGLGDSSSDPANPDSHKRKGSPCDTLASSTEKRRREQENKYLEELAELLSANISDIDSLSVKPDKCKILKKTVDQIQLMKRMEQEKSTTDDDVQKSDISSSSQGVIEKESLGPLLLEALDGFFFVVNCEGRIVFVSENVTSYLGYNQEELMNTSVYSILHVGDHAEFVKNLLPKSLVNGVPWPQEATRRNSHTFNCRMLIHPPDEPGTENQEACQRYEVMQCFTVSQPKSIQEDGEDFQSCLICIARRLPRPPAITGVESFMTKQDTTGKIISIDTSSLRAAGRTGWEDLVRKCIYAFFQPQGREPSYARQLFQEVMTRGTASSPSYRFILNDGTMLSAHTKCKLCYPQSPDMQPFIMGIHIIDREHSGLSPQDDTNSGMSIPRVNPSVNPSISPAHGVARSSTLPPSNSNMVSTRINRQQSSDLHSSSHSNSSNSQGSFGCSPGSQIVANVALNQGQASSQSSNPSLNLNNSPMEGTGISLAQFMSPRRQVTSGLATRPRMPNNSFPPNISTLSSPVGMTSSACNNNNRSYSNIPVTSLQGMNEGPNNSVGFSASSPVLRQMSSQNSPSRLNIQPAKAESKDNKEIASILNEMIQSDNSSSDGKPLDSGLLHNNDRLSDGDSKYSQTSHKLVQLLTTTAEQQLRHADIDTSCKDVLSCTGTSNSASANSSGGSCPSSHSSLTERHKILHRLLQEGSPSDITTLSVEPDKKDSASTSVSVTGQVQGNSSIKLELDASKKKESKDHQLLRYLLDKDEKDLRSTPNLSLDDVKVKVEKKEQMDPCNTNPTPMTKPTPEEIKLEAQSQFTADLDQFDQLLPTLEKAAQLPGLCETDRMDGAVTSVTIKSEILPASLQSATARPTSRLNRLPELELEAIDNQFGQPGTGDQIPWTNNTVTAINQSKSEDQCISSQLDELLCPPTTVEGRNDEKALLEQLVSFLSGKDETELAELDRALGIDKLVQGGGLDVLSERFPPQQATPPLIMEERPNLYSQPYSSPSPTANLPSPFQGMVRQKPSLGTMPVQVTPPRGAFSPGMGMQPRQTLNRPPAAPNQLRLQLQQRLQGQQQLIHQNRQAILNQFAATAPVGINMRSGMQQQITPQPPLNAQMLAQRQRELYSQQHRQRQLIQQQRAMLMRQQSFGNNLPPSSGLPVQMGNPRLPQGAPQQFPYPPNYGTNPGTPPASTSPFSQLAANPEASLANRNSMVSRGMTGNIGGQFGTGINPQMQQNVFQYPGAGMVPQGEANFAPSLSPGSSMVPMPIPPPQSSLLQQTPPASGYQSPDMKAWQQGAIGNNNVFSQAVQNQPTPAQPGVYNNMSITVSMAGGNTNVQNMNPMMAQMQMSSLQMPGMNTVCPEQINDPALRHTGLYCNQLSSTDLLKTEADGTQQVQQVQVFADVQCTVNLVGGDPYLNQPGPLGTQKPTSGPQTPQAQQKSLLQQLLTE
SRC3 inh = SRC3 coactivator transcriptional activity inhibitors, primary screen, cell-based, luminescence; Nuclear receptor coactivator 3 (Homo sapiens), Q9Y6Q9; HEK293 GAL4-SRC3 luciferase reporter; inhibition, % at 3.6 µM; 360,000 tested, 0.17% active; AID 588352, 2011;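 active = inhibition above a per-campaign cutoff, the mean of all compounds plus 3 SD, cut at about 60% in these data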;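 note: 0% = DMSO-treated cells and 100% = gossypol-treated cells at 36 µM; higher means less SRC3-driven luciferase light from the GAL4 reporter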
EBV LMP1 NFkB = EBV LMP1-driven NF-kappaB luciferase reporter inhibitors, primary screen, cell-based, luminescence, single point; LMP1-induced NF-kappaB luciferase reporter cells; inhibition, % at 12.5 µM; 350,000 tested, 0.69% active; AID 504558, 2011; in the data active = inhibition above about 41%;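 note: 0% = neutral control wells and 100% = reference inhibitor control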
LRH-1 inv ag = LRH-1 (NR5A2) inverse agonists, primary screen, cell-based, luminescence, HEK293T, StAR-luciferase reporter; Nuclear receptor subfamily 5 group A member 2 (Homo sapiens), O00482; LRH-1 transfected, 24 h; inhibition, % at 3.6 µM; 360,000 tested, 0.13% active; AID 602396, 2012;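 active = inhibition above the mean inhibition of all tested compounds plus 3 SD, cut at about 73% in these data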;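 note: 0% = DMSO wells and 100% = reporter-only cells lacking LRH-1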
TLR9-MyD88 block = inhibitors of TLR9-MyD88 association in cells, primary screen, cell-based, CHO, BLA complementation, fluorescence. CCF4 FRET ratio. inhibition, % at 4.98 µM. 340,000 tested, 0.21% active;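 active = inhibition above the mean over all tested compounds plus 3 SD, cut at about 21% in these data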;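 note: 0% = DMSO only wells and 100% = clavulanate BLA inhibitor control wells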
* hit, by the source's call; . = not tested or not shown. An excerpt; the hit share may differ from the screen's.

no.	smiles	C8 TRAIL sens	SRC2 inh	TWEAK-Fn14 inh	COUP-TFII inh	TROY signal inh	NOD2 RIPK2 PPI	SRC1 inh	SRC3 inh	EBV LMP1 NFkB	LRH-1 inv ag	TLR9-MyD88 block
1	O=C(Nc1ccc(CN2CCOCC2)cc1)c1ccc(-c2ccc(Cl)cc2Cl)o1	16	21	30	20	35	-4	10	6	18	15	-13
2	O=C(OCC(=O)N1CCCC1)c1cc(=O)c2ccccc2o1	1	1	-15	-19	-12	1	19	12	-9	17	-4
3	COC(=O)c1ccc(OC)c(CSc2nnc(COc3ccc(OC)cc3)o2)c1	-10	-14	6	6	24	-9	-13	4	-5	-33	-4
4	C=CS(=O)(=O)c1sc(Cl)c(N2CCOCC2)c1[N+](=O)[O-]	-9	-7	31	2	34	-1	-8	-7	-2	-14	-4
5	CCn1c(SCC(N)=O)nnc1C(C)C	-6	-46	11	4	10	-6	-10	12	-3	7	0
6	c1ccc2ncc(-n3ccnc3)cc2c1	6	12	-15	-7	2	0	-8	-10	.	-4	.
7	COc1ccc(OCC(=O)NCc2nc(-c3ccccc3)no2)cc1	-9	-7	9	-3	-7	-5	-1	4	1	-15	-13
8	CC1(C)CC(NS(=O)(=O)c2ccc(C(C)(C)C)cc2)CC(C)(C)N1	0	18	-12	-7	-6	-10	-28	3	4	2	4
9	CC(C)[C@H](NC(N)=O)C(=O)Nc1cccc(S(=O)(=O)N2CCOCC2)c1	-8	-3	18	4	-2	-4	13	-1	5	9	-4
10	O=C(O)C(Sc1ccncn1)c1ccccc1 (centres undefined)	-3	-3	-1	8	-7	-4	-23	-5	-3	-3	-5
11	CC1CCCN(CC(O)COc2ccc(-c3ccccc3)cc2)C1 (centres undefined)	9	-24	6	6	-10	2	6	15	2	4	-10
12	CCOc1ccc(OCC(=O)N2CCOCC2)cc1	8	1	1	-9	-20	-3	-22	-18	-3	10	-5
13	Cc1cccc(NC(=O)c2ccc(S(=O)(=O)N3CC(C)OC(C)C3)cc2)n1 (centres undefined)	18	-6	22	14	6	-4	-14	6	9	16	-2
14	Cc1cc(C(=O)CSc2nnnn2C)c(C)n1-c1cccc(F)c1	-13	-52	4	-22	-15	-7	-99	-77	-18	-65	5
15	COc1cccc(CNC(=O)CCC2CCCN(C(=O)c3cccnc3SC)C2)c1 (centres undefined)	-1	-5	-1	-2	1	8	-27	0	2	-12	10
16	Nc1ccn([C@@H]2O[C@H](C(=O)N[C@H](CO)c3ccccc3)[C@@H](O)[C@H]2O)c(=O)n1	-14	-42	5	6	-8	-1	-11	8	.	1	.
17	Cc1ccc(-c2nc3c(c(SCC(=O)N4CCOCC4)n2)COC(C)(C)C3)cc1	0	-14	-1	7	0	-5	-24	4	2	18	-10
18	CC(=O)c1ccc(NC(=O)C[n+]2ccc(N(C)C)cc2)cc1	-6	-10	-6	-25	8	-9	11	-3	-9	1	0
19	N#Cc1nc(-c2ccccc2)oc1NCc1ccco1	-12	23	-17	13	-35	-4	-10	-21	4	-1	8
20	COc1ccc(NC(=O)N(C)C[C@H]2OCCCC[C@@H](C)Oc3ccc(NC(=O)c4ccccc4)cc3C(=O)N([C@H](C)CO)C[C@@H]2C)cc1	-9	20	-14	0	-9	4	-9	-19	2	4	5
21	COCCOC1CCN(C(=O)C2CCC(=O)N(CCc3ccccc3)C2)CC1 (centres undefined)	-7	5	3	0	10	7	1	15	-4	-3	0
22	Cc1ccc(N2C(=O)N(CC(=O)Nc3ccc(F)c(F)c3)C(=O)C2C)cc1 (centres undefined)	-5	-56	-24	-22	-30	-5	-28	-46	-8	-53	-6
23	COc1ccc(N2CCN(C3CCCN(Cc4cccc(C)c4)C3)CC2)cc1 (centres undefined)	-1	-5	8	21	4	16	-19	-4	0	-6	-6
24	CC(C)(C)NC(=O)NC(=O)CSc1nnc(COc2ccccc2Cl)o1	-6	-10	4	-12	.	5	-6	-12	-1	16	-3
25	O=C(CN1CCN(S(=O)(=O)c2ccc(Br)s2)CC1)N1CCc2ccccc21	-10	-6	-5	4	4	-11	-11	-6	-11	21	8
26	COCCCNC(=O)CC1C[C@H](C(=O)N2CCOCC2)[C@@]2(CCC3CCCC3)c3[nH]c4ccc(OC)cc4c3CCN2C1=O (some centres undefined)	-10	-26	14	-3	-2	-6	-6	8	2	4	0
27	CCCCC1=C([O-])C2N=CC=CC2=[N+](c2ccccn2)C1=O (centres undefined)	6	-8	8	13	15	-16	-23	11	0	-7	10
28	COc1ccc(C)cc1NC(=O)CSc1ccc(Cl)cc1	-3	-23	-7	1	7	-12	-9	0	6	-3	3
29	COc1ccc2c(C(=O)CN3CCN(c4ccccc4)CC3)c[nH]c2c1	-15	7	9	3	-2	-11	3	9	2	5	8
30	CCNC(=S)N1N=C2c3ccccc3CCC2C1c1ccc(F)cc1 (centres undefined)	21	17	24	23	-8	-7	1	14	.	19	.
31	C[C@@]12C(=O)N(c3cccc(F)c3)C(=O)N1[C@H](c1ccc(F)cc1)[C@@H]1C(=O)N(C3CCCCC3)C(=O)[C@@H]12	-7	.	3	.	-8	-7	8	-28	8	-7	6
32	CC(C)(CNS(=O)(=O)c1ccc(F)cc1)CNS(=O)(=O)c1ccc(F)cc1	4	8	18	6	17	0	0	-1	2	8	-4
33	COc1ccc(-c2cc(C(=O)NC(Cc3c[nH]c4ccccc34)C(=O)O)c(C)o2)cc1OC (centres undefined)	-2	-10	-1	-18	-4	2	-30	-36	-20	-28	-1
34	CCOc1ccccc1NC(=O)C1CCCN1C(=O)c1cccs1 (centres undefined)	9	-19	2	-5	6	-16	2	-2	0	-23	-8
35	COc1ccc(CNCCC(c2ccc(OC(C)C)cc2)C(C)C)cc1OC (centres undefined)	-3	-9	-2	11	14	-4	-14	12	-27	5	-7
36	Cc1cc2c(cc1C)NC(c1cccnc1)C1=C(CC(C)(C)CC1=O)N2 (centres undefined)	-16	-38	2	9	.	-14	-10	-9	4	18	-7
37	CCN1CCN(S(=O)(=O)c2ccc(Cl)c(C(=O)NC(C)c3ccccc3Cl)c2)CC1 (centres undefined)	9	-4	-21	-14	4	-2	5	21	-1	0	1
38	O=C1OC(c2cccs2)=N/C1=C\c1ccc(-c2ccccc2Cl)o1	7	-13	-13	2	-29	-7	-7	-12	-6	-15	-8
39	COc1ccc(C)cc1N(CC(=O)N/N=C/c1ccccc1C(=O)O)S(=O)(=O)c1ccccc1	0	-7	21	-26	10	-10	-16	9	-13	12	2
40	COc1ccc(CNc2n[nH]c(NCc3ccc(OC)c(OC)c3)n2)cc1OC	6	-35	10	6	-16	3	3	12	4	6	4
41	COc1ccc2nc(C)c3c(c2c1)OC(C)C3 (centres undefined)	-14	-25	-13	2	9	5	5	16	1	-17	-2
42	C=CCNC(=O)/C(=C\c1ccc2c(c1)OCO2)NC(=O)c1ccc(Br)cc1	17	-6	0	7	12	4	4	-1	11	2	0
43	Cc1ccc(N=Nc2c(O)ccc3n[nH]nc23)cc1	13	-43	14	-33	-6	-2	-62	-52	-17	-123	-8
44	Cc1csc(-c2nc3ccccc3n2C(C(=O)NC(C)(C)C)c2cc3ccccc3o2)c1 (centres undefined)	15	-46	.	-17	.	-1	.	.	.	-102	.
45	COc1ccc(Cl)cc1CNC[C@H]1O[C@@H](n2cnc3c(=O)[nH]c(N)nc32)[C@H](O)[C@@H]1O	-3	-3	-1	1	6	0	7	14	.	0	.
46	O=C(N1CCOCC1)C12CCC3CC(CC(C3)C1)C2	-4	4	-10	-2	-12	-10	5	-10	-1	-11	-1
47	CCOc1ccc(Oc2nc(Nc3ccc(C)cc3)nc(N(C)C)n2)nn1	6	-7	2	5	22	1	9	7	7	-7	-17
48	N#Cc1nc(-c2cccs2)oc1NCC1CCCO1 (centres undefined)	5	-37	-4	-16	-6	0	3	13	-12	5	2
